Screens from PubChem.
PMI inhibition: MPI inhibition at elevated mannose 6-phosphate – biochemical, fluorescence intensity, high mannose 6-phosphate, primary screen (AID 1220). recombinant PMI enzyme, coupled fluorescence intensity; higher % means a stronger effect. inhibition, % at 20 µM, or IC50 in µM where a hit was titrated. actives 0.66% (n = 190,000)
M17LAP inhibition: P. falciparum M17LAP inhibitors, primary screen, biochemical, fluorogenic H-Leu-NHMec substrate, 1536-well (AID 1619) | recombinant M17LAP, H-Leu-NHMec fluorogenic kinetic assay; higher % means a stronger effect | inhibition, % at 30 µM; hits with a dose series show IC50 in µM | actives 0.38% (n = 220,000);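 active = compound inhibiting the enzyme by more than half at any dose during confirmatory dose-response retesting; inconclusive = strong single-dose inhibitors picked by rank but not retested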;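 also: plate controls were full reaction with DMSO carrier for no effect and no enzyme background for full effect; strong numbers were not always called active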
PMI inhibitors: MPI enzyme activity inhibition – biochemical, fluorescence intensity, coupled assay, primary screen (AID 1209). purified PMI enzyme, coupled fluorescence intensity; higher % means a stronger effect. actives 0.42% (n = 190,000). one-dose inhibition, % at 20 µM; IC50 in µM for titrated hits;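 also: plate controls were DMSO vehicle for no effect and wells lacking substrate for full effect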
West Nile antiviral: West Nile virus antiviral activity, cell-based, CPE readout (AID 1621) | West Nile virus-infected cells, CPE inhibition; higher % means a stronger effect | CPE inhibition, % at 10 µM, or IC50 in µM where a hit was titrated | actives 0.02% (n = 290,000); in the data active = a potency from the dose series; inconclusive = CPE inhibition mostly from about 3.7% at the one dose, without a potency; inactive = the rest, 99 in 100 with CPE inhibition below about 2.2%; also: strong numbers were not always called active
M1AAP inhibition: P. falciparum M1AAP inhibitors, biochemical, fluorogenic H-Leu-NHMec substrate, 1536-well (AID 1445); recombinant M1AAP, H-Leu-NHMec fluorogenic kinetic assay; higher % means a stronger effect; inhibition, % at 30 µM, or IC50 in µM where a hit was titrated; actives 0.42% (n = 220,000);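 active = primary inhibition above the hit cutoff, then over 50% inhibition at one or more dose response concentrations, cut at about 23% in these data, passing the limit was not always enough; inconclusive = conflicting primary data, or primary hits not chosen for dose response; inactive = low primary inhibition, or under 50% at every dose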;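 also: plate controls were DMSO full reaction for no effect and no enzyme background for full effect; strong numbers were not always called active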
RSV CPE inhibition: inhibition of RSV-induced cytopathic effect – HEp-2 cells, primary 10 µM value included (AID 2391). HEp-2 cells, RSV-induced CPE inhibition; higher % means a stronger effect. CPE inhibition, % at 10 µM, or IC50 in µM where a hit was titrated. actives 0.13% (n = 310,000); in the data active = a potency from the dose series; inconclusive = CPE inhibition mostly from about 23% at the one dose, without a potency; inactive = the rest, 99 in 100 with CPE inhibition below about 21%; also: strong numbers were not always called active
UTI89 phage lysis: protection from phage-mediated lysis, alamar blue read-out – E. coli UTI89, K1F phage, bacterial capsule biogenesis inhibitors (AID 488966) | E. coli UTI89 K1F phage lysis, alamar blue, 2 h; higher % means a stronger effect | one-dose inhibition, % at 100 µM; IC50 in µM for titrated hits | actives 0.02% (n = 340,000);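 active = phage lysis inhibition, versus mean bacterial control, above a set limit; inconclusive = no clear call, values can overlap the other calls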;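 also: capsule biogenesis inhibitors block K1F phage lysis so surviving cells raise fluorescence; higher fluorescence means more inhibition of phage lysis; actives were called in the ten point dose series up to 300 µM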
T cell modulator: T cell immune modulators affecting CD8 T cell-vesicle binding. 2C CD8+ T cell-vesicle binding, flow cytometry; stronger effect = lower value. calls only at 7 µM. actives 0.068% (n = 330,000). AID 2052;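 active = response, share of CD8 T cells binding vesicles, and their 90th percentile fluorescence all below set limits, cut at about 80% in these data, passing the limit was not always enough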
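incubation = binding step 1.5 h, 37 °C, antibody labelling 20 min, ice | test system = 2C mouse CD8+ T cells | read-out basis = percent CD8+ FL2 mean versus row control | controls = Peptide-free naked vesicles (low) and QL9 vesicles with 0.7% DMSO vehicle (high) | detection = flow cytometry of vesicle-bound cells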
TNAP activators: human TNAP enzyme activators, primary screen, biochemical, luminescent, no phosphate acceptor, uHTS (AID 1001). purified TNAP, luminescent activation assay, no phosphate acceptor; higher activation fold means a stronger effect. one-dose activation fold at 20 µM; EC50 in µM for titrated hits. actives 0.03% (n = 200,000); in the data active = activation fold from about 3, or a potency from the dose series; inactive = the rest, 99 in 100 with activation fold below about 1.6; also: many of its hits are not listed in these tables
T cell modulator vesicle-bound %: also measured in T cell modulator; calls as there; double positive events, %; measured here: CD8+ vesicle-bound cell fraction;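 binding gate set so that unloaded-vesicle control wells show 10% double positive cells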
* marks the source's active call; other numbers are inactive results; i = inactive; u = inconclusive; x = not tested or not shown; [ ] = another dose, or the depositor's remark. Rule as the data show it, unless noted: active = inhibition above about 50%; inactive = the rest.

SMILES	PMI inhibition	M17LAP inhibition	PMI inhibitors	West Nile antiviral	M1AAP inhibition	RSV CPE inhibition	UTI89 phage lysis	T cell modulator	T cell modulator vesicle-bound %	TNAP activators
COc1ccc(/C=N/N=C2/NC(=O)C(CC(=O)NC(N)=O)S2)cc1 (stereo not drawn)	11%	0%	9%	0.2%	3%	1.6%	0.3%	i	53	1.1
COc1ccc(N2CC(C(=O)OCC(=O)Nc3cccc(C)c3C)CC2=O)cc1 (stereo not drawn)	x	x	x	0.5%	x	1.7%	0.4%	i	38	x
C/C(CC(=O)NCc1ccco1)=N\NC(=O)COc1ccc(Cl)cc1Cl	-2%	4%	3%	-0.5%	-1%	1.2%	0.6%	i	6	1.1
Cc1nc(C(=O)Nc2cc(Cl)ccc2Cl)nn1-c1cc(OC(C)C)c(Cl)cc1Cl	0%	13%	-2%	-0.4%	6%	u	1.8%	i	55	1.1
O=C/C(=C\Nc1ccc(Br)cc1)c1nc2ccccc2o1	-3%	x	-4%	-1.1%	x	-0.6%	-0.3%	i	22	1.3
CCn1cc(Cl)c(C(=O)Nc2nc3ccccc3n2CCN2CCCCC2)n1	-3%	16%	-2%	-0.2%	-1%	0.2%	0.2%	i	42	1.1
CC(NC(=O)C(C)N1CCN(Cc2ccccc2)CC1)c1ccc(F)cc1 (stereo not drawn)	x	x	x	-0.7%	x	-0.1%	0.1%	i	46	x
CC(=O)c1c(C(=O)O)c2ccccc2[nH]c1=O	x	-3%	x	0.9%	4%	0.2%	0.2%	i	35	x
CCn1c(SCC(=O)NC2CCCCC2)nnc1C(CO)NC(=O)c1ccccc1 (stereo not drawn)	x	x	x	-0.1%	x	0.9%	0.1%	i	14	x
O=C(Nc1cc2c(cc1Br)OCCCO2)c1cccnc1	x	x	x	-0.2%	x	0.9%	-0.1%	i	37	x
COc1cc(CC(=O)Oc2ccc3c(c2)OCO3)cc(OC)c1OC	5%	-1%	6%	-0.1%	3%	-0.3%	-0.4%	i	56	1.1
Cc1ccc(Nc2c(N)c(=O)oc3ccccc23)cc1	15%	7%	7%	1.1%	6%	1.1%	2.2%	i	15	1
Cc1ccn(CCNC(=O)C2CCC(=O)N(Cc3ccc(Cl)cc3)C2)n1 (stereo not drawn)	x	x	x	1.0%	x	0.7%	0.3%[50 µM]	i	26	x
COCc1c(C(=O)N2CCN(Cc3c(F)cccc3Cl)CC2)oc2ccccc12	x	x	x	-1.2%	x	14%	0.5%	i	13	x
Cc1cc(N2CCN(c3nc(-c4ccc([N+](=O)[O-])cc4)cs3)CC2)c2ccccc2n1	-2%	-9%	4%	-1.2%	-1%	0.6%	-0.1%	i	66	1.1
CC(OC(=O)C1=COCCO1)C(=O)Nc1ccccc1C#N (stereo not drawn)	-4%	-12%	-2%	0.1%	8%	-1.0%	0.2%	i	41	1.1
Cc1ccc(-c2c[n+](Cc3cccc(Cl)c3)c3n2CCC3)cc1	x	18%	x	0.4%	-2%	0.0%	1.0%	i	6	x
COc1ccc(C(=O)Nn2c(C)nc3ccccc3c2=O)c(OC)c1	x	x	x	0.0%	x	1.0%	1.8%[50 µM]	i	46	x
CN(C)c1ccc(N2C(=O)CC(c3ccccc3)CC2=O)cc1	x	-4%	x	0.3%	4%	0.1%	0.1%	i	13	x
COc1cccc(C2c3c(-c4ccccc4O)n[nH]c3C(=O)N2Cc2ccco2)c1 (stereo not drawn)	x	-20%	x	0.1%	1%	4.8%	0.9%	i	36	x
O=C1[C@H]2C(c3ccccc3)=NN(c3ccccc3)[C@H]2C(=O)N1c1ccccc1	6%	8%	5%	0.5%	12%	-0.8%	-0.2%	i	57	1.1
O=C(CSc1nc(N2CCOCC2)nc(N2CCOCC2)n1)Nc1cccc(C(F)(F)F)c1	x	x	x	-0.8%	x	1.3%	0.7%	i	24	x
C=CCN1C(=O)C2(NNc3ccccc3O2)c2ccccc21 (stereo not drawn)	-67%	-1%	-40%	1.7%	4%	8.3%	-0.7%	i	39	x
COc1cccc(CNC(=O)CCNS(=O)(=O)c2ccc3[nH]c(=O)oc3c2)c1	x	x	x	0.0%	x	1.0%	0.3%	i	10	x
COc1ccc(C(=O)n2nc(-c3ccc(C)cc3)nc2N)cc1OC	-3%	8%	-2%	0.3%	5%	0.7%	3.5%	i	39	0.9

No new results follow: eight of the compounds above.
SMILES	PMI inhibition	M17LAP inhibition	PMI inhibitors	West Nile antiviral	M1AAP inhibition	RSV CPE inhibition	UTI89 phage lysis	T cell modulator	T cell modulator vesicle-bound %	TNAP activators
O=C(Nc1cc2c(cc1Br)OCCCO2)c1cccnc1	x	x	x	-0.2%	x	0.9%	-0.1%	i	37	x
COc1cc(CC(=O)Oc2ccc3c(c2)OCO3)cc(OC)c1OC	5%	-1%	6%	-0.1%	3%	-0.3%	-0.4%	i	56	1.1
Cc1ccc(Nc2c(N)c(=O)oc3ccccc23)cc1	15%	7%	7%	1.1%	6%	1.1%	2.2%	i	15	1
Cc1ccn(CCNC(=O)C2CCC(=O)N(Cc3ccc(Cl)cc3)C2)n1 (stereo not drawn)	x	x	x	1.0%	x	0.7%	0.3%[50 µM]	i	26	x
COCc1c(C(=O)N2CCN(Cc3c(F)cccc3Cl)CC2)oc2ccccc12	x	x	x	-1.2%	x	14%	0.5%	i	13	x
Cc1cc(N2CCN(c3nc(-c4ccc([N+](=O)[O-])cc4)cs3)CC2)c2ccccc2n1	-2%	-9%	4%	-1.2%	-1%	0.6%	-0.1%	i	66	1.1
CC(OC(=O)C1=COCCO1)C(=O)Nc1ccccc1C#N (stereo not drawn)	-4%	-12%	-2%	0.1%	8%	-1.0%	0.2%	i	41	1.1
Cc1ccc(-c2c[n+](Cc3cccc(Cl)c3)c3n2CCC3)cc1	x	18%	x	0.4%	-2%	0.0%	1.0%	i	6	x

Following part.
SMILES	PMI inhibition	M17LAP inhibition	PMI inhibitors	West Nile antiviral	M1AAP inhibition	RSV CPE inhibition	UTI89 phage lysis	T cell modulator	T cell modulator vesicle-bound %	TNAP activators
CCCC(C(=O)NCC1CCCO1)N(C(=O)CNS(=O)(=O)c1ccccc1)c1ccc(F)cc1 (stereo not drawn)	x	x	x	-0.5%	x	1.0%	0.2%	i	23	x
Cc1cnc(NC(=O)c2sc3ccccc3c2Cl)s1	-5%	-10%	3%	0.3%	6%	1.4%	0.0%	i	59	1.1
C=CCNC(=O)COC(=O)c1c2c(nc3ccccc13)CCC2	x	x	x	-0.6%	x	0.9%	0.0%	i	24	x
COc1ccc(-n2cnnc2SCC(=O)NC2CCCc3ccccc32)cc1 (stereo not drawn)	8%	14%	5%	-0.4%	3%	3.0%	0.1%	i	22	0.9
c1ccc(SCc2nc(-c3cccnc3)no2)cc1	-4%	-12%	2%	0.1%	3%	2.5%	0.3%	i	18	1.1
COc1ccccc1CNC(=O)c1ccc(N(C)S(=O)(=O)c2ccc(C)cc2)cc1	x	x	x	1.1%	x	1.2%	0.1%	i	2	x
CCOC(=O)C1=NN(c2ccccc2)C(=O)/C1=C\c1ccc(N(C)C)cc1	5%	10%	8%	0.5%	10%	1.6%	1.8%	i	56	0.9
c1ccc(Cn2nnnc2CN2CCN(Cc3ccc4c(c3)OCO4)CC2)cc1	-5%	22%	-1%	-0.6%	12%	0.3%	0.3%	i	4	1
Cc1ccc([C@H]2C(C#N)=C(N)Oc3cc(C)oc(=O)c32)o1	-11%	2%	-18%	-0.2%	1%	0.3%	-1.5%	i	56	1.1
C/C(=N\NC(=O)NC1CCCCC1)c1ccco1	2%	-1%	-2%	-0.1%	6%	5.5%	0.6%	i	14	1
O=C(Nc1ccccc1C(=O)NCCCn1ccnc1)c1ccc(Cl)cc1Cl	-5%	10%	1%	-0.2%	-2%	0.0%	0.3%	i	49	1.1
O=C(CCNC(=O)Cn1ccc2ccccc2c1=O)NCCCN1CCN(c2ccccc2F)CC1	55%*	0%	21%	-0.4%	2%	0.7%	4.5%	i	43	1.1
CCC(C)NC(=O)c1ccc2c(c1)N(Cc1ccccc1)C(=O)CS2 (stereo not drawn)	4%	5%	4%	-0.7%	3%	0.7%	0.3%	i	47	1.1
CC1CCCCN1CCNC(=O)c1ccc2c(c1)N(Cc1ccccc1F)C(=O)c1ccccc1S2=O (stereo not drawn)	x	x	x	-0.5%	x	-0.5%	0.4%	i	7	x
CC(=O)Nc1cc(-c2nn(CC(=O)N3CCCCC3)c(=O)c3ccccc23)ccc1N1CCOCC1	4%	15%	5%	-0.2%	-3%	-0.2%	0.5%	i	14	1
CC(=O)Nc1ccc(NC(=O)C(C)OC(=O)CCN=C2NS(=O)(=O)c3ccccc32)cc1 (stereo not drawn)	x	x	x	0.0%	x	1.8%	-0.2%	i	58	x
CCS(=O)(=O)c1ccc2oc(SCC(=O)Nc3ccc(OC)cc3OC)nc2c1	14%	0%	6%	-1.1%	1%	4.2%	0.0%	i	27	1.1
O=C(Cc1ccccc1)NCC(=O)N/N=C/c1ccc([N+](=O)[O-])s1	x	x	x	-1.5%	x	-0.9%	1.9%	i	44	x
CCOc1ccc2[nH]cc(-c3csc(N)n3)c2c1	x	x	x	-0.1%	x	2.1%	-1.5%[50 µM]	i	28	x
O=C(N/N=C/c1c[nH]c2ccccc12)C1CC1c1ccccc1 (stereo not drawn)	4%	-1%	9%	-0.9%	2%	4.1%	-4.5%	i	47	1.2
O=C(CCCC(=O)OCC1CCCO1)OCC1CCCO1 (stereo not drawn)	-2%	-6%	2%	0.2%	-3%	0.6%	0.1%	i	21	1
CC1CC(C)CN(C(=S)Nc2ccc(OC(F)F)cc2)C1 (stereo not drawn)	-4%	-9%	1%	-0.2%	9%	1.5%	0.1%	i	18	1.1
COc1cc(/C=N/NC(=O)c2cccnc2)ccc1OC(=O)c1cc(OC)c(OC)c(OC)c1	x	x	x	0.2%	x	9.9%	-0.1%	i	12	x

Rows are unselected; about 1.5% have a hit in one of these screens.
